# Gli-Sufu block: antagonists of Gli-Sufu signaling; Sufu-KO-LIGHT fibroblasts, Gli luciferase reporter luminescence; inhibition, % at 5 µM; hit rate 0.74% among 340,000;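 active = inhibition above about 55%, limit read from the data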;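 also: 0% = DMSO-treated cells and 100% = wells with medium but no cells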
# CXCR6 inh: CXCR6 (human) receptor inhibition; O00574; CHO-K1 PathHunter CXCR6 beta-arrestin, luminescence; inhibition, % at 20 µM; hit rate 0.36% among 360,000; AID 602244; in the data active = inhibition above about 34%, passing the limit was not always enough;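 also: antagonist mode with CXCL16 agonist at 10 nM final; 0% = 10 nM CXCL16 with DMSO and 100% = unstimulated wells without agonist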
# EBI2 block: blocks human EBI2 receptor beta-arrestin signaling | P32249 | EBI2 beta-arrestin recruitment, luminescence, 7a,25-OHC stimulated | inhibition, % at 5 µM | hit rate 0.81% among 360,000 | AID 651636; in the data active = inhibition above about 38%;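 also: enzyme fragment complementation signal reports receptor beta-arrestin coupling in cells; 0% = agonist plus DMSO wells and 100% = wells without agonist; some results beyond the cut were filed as inactive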
# UBC13 inh: blocks human UBC13 polyubiquitin chain formation; inhibition, % at 20 µM; TR-FRET; hit rate 0.47% among 330,000; AID 485273; in the data active = inhibition above about 45%, passing the limit was not always enough
# Target sequence (P61088 whole entry, looked up): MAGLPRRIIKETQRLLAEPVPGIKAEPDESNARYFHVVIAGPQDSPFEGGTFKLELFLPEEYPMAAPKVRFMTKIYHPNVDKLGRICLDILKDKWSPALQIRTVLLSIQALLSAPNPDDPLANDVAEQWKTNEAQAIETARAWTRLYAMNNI
# ATG4B inh: inhibitors of human ATG4B cysteine protease; Q9Y4P1; hit rate 0.51% among 340,000; inhibition, % at 8.33 µM; AID 504462; ATG4B cleavage of LC3-PLA2, NBD-HPC fluorescence, 1 h; in the data active = inhibition above about 40%
# Target sequence (Q9Y4P1 whole entry, looked up): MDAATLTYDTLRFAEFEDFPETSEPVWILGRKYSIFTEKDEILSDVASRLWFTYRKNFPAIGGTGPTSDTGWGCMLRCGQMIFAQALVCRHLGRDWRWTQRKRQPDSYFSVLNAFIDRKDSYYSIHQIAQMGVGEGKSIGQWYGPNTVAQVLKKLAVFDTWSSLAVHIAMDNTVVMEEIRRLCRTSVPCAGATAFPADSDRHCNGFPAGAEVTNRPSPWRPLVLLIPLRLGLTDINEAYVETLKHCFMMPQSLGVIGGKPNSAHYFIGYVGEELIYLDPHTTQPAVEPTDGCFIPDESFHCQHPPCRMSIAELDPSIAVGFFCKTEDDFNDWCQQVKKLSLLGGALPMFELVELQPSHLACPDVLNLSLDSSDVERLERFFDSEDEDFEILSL
# APJ antag: APJ receptor antagonism; P35414; CHO-K1 APJ beta-arrestin complementation, luminescence; inhibition, % at 20 µM; hit rate 0.32% among 330,000;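 active = inhibition above about 40% at 20 µM, limit read from the data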;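 also: cells challenged with 10 nM apelin-13 agonist together with compound; plate controls were apelin-13 plus DMSO wells for no effect and DMSO wells lacking apelin-13 for full effect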
# APJ ag: agonists of human APJ apelin receptor; P35414; CHO-K1 APJ PathHunter beta-arrestin, luminescence; 0% DMSO wells, 100% apelin; activation, % at 20 µM; hit rate 0.11% among 330,000; AID 2520;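 active = activation more than six SD over the plate average, tested at 20 µM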;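 also: 0% = DMSO alone and 100% = apelin-13 at 10 nM; some results filed as inactive read as strong as hits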
#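 Incubation: overnight seeding, 90 min compound at 25 °C, 1 h detection; test system: PathHunter CHO-K1 APJ (AGTRL-1) beta-arrestin reporter cells; amount: 1000 cells/well; doses: one dose, 20 µM compound, 1% DMSO; measured by: beta-gal luminescence; measure: agonist-driven arrestin binding to APJ; benchmarks: negative DMSO alone, positive Apelin-13 at 10 nM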
# CCR6 antagonist: CCR6 (human) receptor antagonism; AID 493098; hit rate 0.49% among 340,000; inhibition, % at 20 µM; P51684; CHO-K1 CCR6 PathHunter beta-arrestin, luminescence, CCL20-stimulated;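 active = compounds whose inhibition of the agonist-driven luminescence signal at 20 µM reaches about 50%, limit read from the data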;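 also: cells stimulated with CCL20 at 14 nM final; plate controls were DMSO with CCL20 for no effect and DMSO without agonist for full effect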
# Target sequence (P51684 whole entry, looked up): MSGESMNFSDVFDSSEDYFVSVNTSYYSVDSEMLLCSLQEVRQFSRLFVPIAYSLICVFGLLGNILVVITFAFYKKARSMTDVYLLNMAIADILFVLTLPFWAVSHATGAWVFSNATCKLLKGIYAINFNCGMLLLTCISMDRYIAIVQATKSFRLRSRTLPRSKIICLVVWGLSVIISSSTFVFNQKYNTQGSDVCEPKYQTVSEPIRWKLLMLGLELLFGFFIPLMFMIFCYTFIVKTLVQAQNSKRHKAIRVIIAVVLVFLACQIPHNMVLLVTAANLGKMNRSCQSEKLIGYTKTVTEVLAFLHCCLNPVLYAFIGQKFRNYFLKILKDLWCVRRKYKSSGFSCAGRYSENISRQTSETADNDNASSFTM
# Starred values were filed as active, the others as inactive; x = not tested or not shown. Not a hit list. About 3% of those tested had a hit in this group.
SMILES,Gli-Sufu block,CXCR6 inh,EBI2 block,UBC13 inh,ATG4B inh,APJ antag,APJ ag,CCR6 antagonist
Cc1cc(C)cc(N(CC(=O)Nc2ccccc2C(=O)N2CCOCC2)S(C)(=O)=O)c1,4,3,-8,2,5,-2,-2,0
COC(=O)COc1cccc(NC(=O)c2ccccc2)c1,0,-3,-15,-3,-7,-7,-4,-1
CCCOCCc1nnc(N)s1,-4,-3,-10,6,-9,-3,-2,-4
CN1CCN(C(=S)NC(=O)c2ccc(Cl)cc2)CC1,0,8,10,5,-5,6,-1,10
COc1cccc2sc3ccc(C#Cc4ccc(N)cc4)cc3c(=O)c12,-88,-4,-5,-47,-11,-96,13,3
O=C(c1cc2nc(-c3ccc(Cl)cc3)cc(C(F)(F)F)n2n1)N1CCOCC1,41,1,7,-8,0,4,-2,15
Cc1noc(C)c1C(=O)N1CCC(CO)(Cc2ccccc2)CC1,-1,-1,-6,4,-4,10,-2,3
O=C(O)C1CCN(c2ncccn2)CC1,1,0,1,0,-2,8,1,-14
CCOC(=O)c1c[nH]c(=O)c(Br)c1O,3,-7,-9,4,1,-14,0,-6
Brc1c(CSc2nnc(-c3ccco3)o2)nc2ccccn12,6,-12,-37,5,-3,-17,-2,6
Cc1noc(NS(=O)(=O)c2ccc(N3Cc4ccccc4C3=O)cc2)c1C,0,-7,-6,-8,-2,12,1,6
CCN1CCN(CCCCOc2ccccc2F)CC1,3,-4,-5,-16,3,-3,-1,7
NS(=O)(=O)c1cccc(NC(=O)CSc2nnnn2-c2ccccc2)c1,1,-1,-2,-4,-5,-1,-4,7
CC1(c2ccc(OC(F)F)cc2)NC(=O)N(CC(=O)Nc2ccc(N3CCCCC3)cc2)C1=O (centres undefined),-4,5,-1,5,-8,-2,18,-13
C[C@@H](NC(=O)[C@@H]1Cc2ccccc2CN1C(=O)OC(C)(C)C)C(=O)NCc1ccco1,-23,4,-4,-10,11,14,0,13
Cc1nc(CN2CCN(C(=O)c3ccc(C(C)(C)C)cc3)CC2)cs1,4,8,-12,-9,-6,-18,-3,5
CSc1ccc(/C=C(\C(=O)O)c2ccc(S(=O)(=O)N3CCCCC3)s2)cc1,-4,11,8,7,-5,6,-2,1
NS(=O)(=O)c1ccc(NS(=O)(=O)/C=C/c2ccccc2)cc1,0,-8,-5,1,14,9,7,-1
CCOc1ccc(C(=O)C2CCN(CC(=O)Nc3ccccc3N3CCOCC3)CC2)cc1,11,4,26,24,44*,21,-1,20
C[C@H](C(=O)NCc1ccccc1)C(=O)c1ccccc1,-7,-7,4,2,7,-12,-2,2
Cc1cc(C)nc(NS(=O)(=O)c2ccc(NC(=S)NC(=O)CC(C)C)cc2)n1,-1,-5,-3,-2,-14,6,-1,-10
COCc1nnc(NC(=O)c2cc(C(=O)OC)cc([N+](=O)[O-])c2)s1,-5,0,-12,-8,-6,6,-1,-4
Cc1cc(C)c2nc(Nc3nc(-c4ccccc4)cc(=O)[nH]3)nc(C)c2c1,-17,7,17,-14,2,-12,-3,6
COc1ccc(CN2CC(COCc3ccccc3)Oc3ccccc3S2(=O)=O)cc1 (centres undefined),13,4,11,x,x,x,x,34
O=C(NC(=S)Nc1ccccc1Cl)c1cnn2c(C(F)(F)F)cc(C(F)(F)F)nc12,56*,2,8,-4,-3,19,-1,9
O=C(O)C1C2C=CC(C2)C1C(=O)NCCCn1ccnc1 (centres undefined),7,-14,-5,3,8,-3,-4,0
COc1ccc(OCC(=O)Nc2ccc(S(=O)(=O)N(C)c3ccccc3)cc2)cc1,-1,4,20,0,-15,-9,4,7
COc1ccc(/C=C/C(=O)NNC(=O)C(C)Oc2ccccc2F)cc1OC (centres undefined),-5,-2,9,-15,-2,-1,-2,6
CCc1ccccc1NNC(=O)CCc1ccccc1,-1,-3,-17,-2,1,-7,0,-1
CN(Cc1cccc([N+](=O)[O-])c1)Cc1cccc2ccccc12,-3,2,18,-4,7,-17,-2,32

# Among those listed so far, these contain a CF3 group.
SMILES,Gli-Sufu block,CXCR6 inh,EBI2 block,UBC13 inh,ATG4B inh,APJ antag,APJ ag,CCR6 antagonist
O=C(c1cc2nc(-c3ccc(Cl)cc3)cc(C(F)(F)F)n2n1)N1CCOCC1,41,1,7,-8,0,4,-2,15
O=C(NC(=S)Nc1ccccc1Cl)c1cnn2c(C(F)(F)F)cc(C(F)(F)F)nc12,56*,2,8,-4,-3,19,-1,9

# (continued)
SMILES,Gli-Sufu block,CXCR6 inh,EBI2 block,UBC13 inh,ATG4B inh,APJ antag,APJ ag,CCR6 antagonist
O=C(CN1C(=O)COc2ccc(S(=O)(=O)N3CCOCC3)cc21)NCc1ccco1,6,5,-2,0,-1,-16,-4,11
CCN1CCCC1Cn1cnc2c([nH]c3ccc(C)cc32)c1=O (centres undefined),-1,4,4,9,-7,-5,2,9
CCCc1cc(C(=O)N2CCN(c3ccc(C(F)(F)F)cn3)CC2)sc1C,40,-5,-3,-6,-5,8,-1,10
Cc1noc(C)c1CSc1nc2ccccc2n1C,-5,-12,0,7,6,-2,2,11
CCOc1ccc(-c2cc(N)n(S(=O)(=O)c3ccc(OC)c(OC)c3)n2)cc1,16,1,11,-4,-5,-86,0,10
O=Nc1c(O)ccc2cc(S(=O)(=O)O)ccc12,21,2,-15,x,-3,x,x,-10
COC(=O)CN(c1ccc(C)c(Cl)c1)S(C)(=O)=O,5,2,-2,4,-8,14,-11,2
O=C(COC(=O)c1cc(Cl)ccc1O)NC(=O)NCc1ccccc1,4,5,-8,50*,5,0,-3,14
COc1ccc(C(=O)Nc2ccc(N3CCC(C)CC3)cc2)cc1Br,16,15,4,-4,4,5,0,13
Cc1ccc(-c2noc(CSc3ccccc3)n2)cc1,-115,-7,-2,-2,-1,1,1,12
CC(Oc1ccc(C#N)cc1)C(=O)c1ccc(F)c(F)c1 (centres undefined),6,3,8,-4,-6,-5,0,8
Cc1nn(C(C)C(=O)NCCCN2CCCCC2C)c(=O)c2c1sc1ccccc12 (centres undefined),21,4,3,3,-8,9,-4,16
C1=Nc2ccccc2CN1c1ccccc1,16,-4,-12,-8,0,-18,-1,9
N#Cc1ccc(OC(=O)Cc2ccsc2)cc1,-1,6,0,-4,7,-5,10,-1
CCCn1c(SCC(=O)Nc2cc(Cl)ccc2OC)nc(O)cc1=O,-6,1,-2,0,-2,15,-2,9

# Fetched by compound from the list above:
SMILES,Gli-Sufu block,CXCR6 inh,EBI2 block,UBC13 inh,ATG4B inh,APJ antag,APJ ag,CCR6 antagonist
C1=Nc2ccccc2CN1c1ccccc1,16,-4,-12,-8,0,-18,-1,9
CCCc1cc(C(=O)N2CCN(c3ccc(C(F)(F)F)cn3)CC2)sc1C,40,-5,-3,-6,-5,8,-1,10
COC(=O)CN(c1ccc(C)c(Cl)c1)S(C)(=O)=O,5,2,-2,4,-8,14,-11,2

# (list continues)
SMILES,Gli-Sufu block,CXCR6 inh,EBI2 block,UBC13 inh,ATG4B inh,APJ antag,APJ ag,CCR6 antagonist
CC(=O)Nc1ccc(S(=O)(=O)NCCc2ccc(S(N)(=O)=O)cc2)cc1,2,-5,-11,-8,-5,-7,-4,-5
c1ccc(COc2ccccc2CNC2CCCC2)cc1,13,7,-8,-1,2,-2,-3,13
CCN1CCN(C(=O)/C(=C/c2ccco2)NC(=O)c2ccccc2)CC1,-8,-3,1,-2,5,5,-4,4
CCCOc1ccc(C(=O)NCCc2ccccc2)cc1,-67,-15,-6,-3,-3,-14,-3,13
CC(CNC(=O)CN1C(=O)C(=O)N(C2CCCC2)C1=O)c1ccccc1 (centres undefined),-42,15,-11,-12,1,8,1,4
CCNC(=O)COc1ccc2ccccc2c1,-31,-2,4,-13,-21,-6,0,15
COc1cc(OC)c(OC)cc1/C=N/N(C)c1ccccc1,22,-4,6,-6,-4,-2,-2,-4
CCOC(=O)Cc1csc(NC(=O)CN2CCN(CC)CC2)n1,-13,2,-4,-2,2,-6,0,6
O=c1[nH]c(C2CCCN(S(=O)(=O)c3ccccc3)C2)nc2c1nnn2Cc1ccc(OC(F)(F)F)cc1 (centres undefined),27,7,17,-7,3,28,-1,-1
CCNC(=O)CSc1nc(-c2ccccc2)cs1,-24,-1,5,18,-7,2,0,4
Cc1nn(CC(=O)N2CCN(c3ccccn3)CC2)c(=O)c2cc3sccc3n12,6,7,-1,7,-1,25,1,8
Cc1cccc(Cl)c1OCCCCn1ccnc1,5,6,4,-5,3,2,-3,0
CCOC(=O)N1CCN(Cc2nc(-c3ccccc3)no2)CC1,-20,2,-12,2,-7,-4,1,-6
CC(=O)N1CCc2c(sc(NC(=O)CCS(=O)(=O)c3ccccc3)c2C#N)C1,2,4,-9,-7,0,7,6,-4
COCC(C)NC(=O)c1cc(-c2ccc(OC)c(OC)c2)on1 (centres undefined),-12,-3,-7,2,4,10,-2,-7
Cc1nn(C)cc1N1C(=O)c2cccc3c(N)ccc(c23)C1=O,16,-14,-13,-476,-50,1,-1,-6
COc1cc(/C=C2\SC(=O)N(CC(=O)Nc3ccccc3F)C2=O)cc(Cl)c1O,12,6,-23,-78,1,25,4,-1
O=C(CNC(=O)c1ccccc1Br)NCCSc1ccc(Br)cc1,-2,-1,22,9,6,10,-4,12
COc1ccc(OCCNc2c([N+](=O)[O-])c(=O)oc3ccccc23)cc1,0,-2,3,-9,-4,29,-4,9
CCOC(=O)N1CCC(NC(=S)Nc2ccc3nc(N4CCN(C)CC4)cc(C)c3c2)CC1,10,2,2,4,-11,-10,-1,11
O=C(O)CCC(=O)N1CC=C(c2ccccc2)CC1,3,1,-2,-6,-1,7,-1,-5
O=C(CSc1ccsc1[N+](=O)[O-])NCc1ccco1,-3,-4,6,3,-7,5,-3,-5
COCCCN1CCc2[nH]c(=S)[nH]c(=O)c2C1,1,-3,-6,2,6,10,1,-3
CCOC(=O)N1CCC(N(CCN(C)C)C(=S)Nc2ccc(Oc3ccccc3)cc2)CC1,-11,10,5,-8,23,1,1,10
CCc1cc2c(-c3ccccc3)cc(=O)oc2cc1OC(C)C(=O)O (centres undefined),1,3,-8,-8,-5,12,-1,5
COc1cc(NC(=O)CN2CCN(S(=O)(=O)c3ccc(C(C)C)cc3)CC2)cc(OC)c1,5,3,39,0,-25,7,-1,2
Cc1ccc(CCN2C(Nc3ccccc3)=NC[C@@H]2C)cc1,11,-2,-2,1,-3,5,-3,9
O=C(c1cc2ccccc2o1)N(Cc1nnc(-c2ccccc2Cl)o1)C1CC1,-8,-3,2,3,7,18,-4,11
CC[n+]1ccc(C)c2cc(SC(F)(F)F)ccc21,12,2,2,11,-4,15,-2,7
CC1CCN(CC(=O)Nc2ccc(S(=O)(=O)NC3CC3)cc2)CC1,-8,-3,2,17,4,-4,-4,-1
COc1cc(/C=C/C(=O)NC(C)C)ccc1OCc1ccccc1,6,1,-4,-19,-12,6,-3,4
Cc1cc(C)nc(N/N=C/c2cccc3ccccc23)n1,-8,-4,-4,0,-2,0,-1,-1
CCOc1ccc(/C=C/C(=O)C(C(N)=O)=C2SCCS2)cc1,-19,-2,8,-3,4,16,-1,8
COc1ccc(-n2cnc3scc(-c4ccccc4)c3c2=O)cc1,5,8,3,-4,-14,0,-1,8
Cc1ccccc1OCC(=O)Nc1cccc(N(C)S(C)(=O)=O)c1,-1,5,-4,-5,-6,2,2,6
COc1ccc(N(CC(=O)NCc2ccco2)S(=O)(=O)c2ccc(C)cc2)cc1OC,-9,3,-5,3,-2,7,-2,-3
COC(=O)c1ccc(CSc2nc3ccccc3[nH]2)o1,-9,3,7,0,0,18,1,-8
O=C(Nc1ccccc1)N(C1=NCCCCS1)c1ccccc1,-2,4,5,-8,1,6,1,9
COC(=O)c1cccnc1SCc1ccccc1,4,13,-13,9,-11,11,2,15
Cc1nc2cc(C(F)(F)F)ccc2n1C1CCN(CC(=O)N2CCOCC2)CC1,7,1,-2,-3,-5,0,-3,2
CCOC(=O)N1CCN(CC(=O)Nc2ccc(F)cc2)CC1,-1,2,3,-1,3,14,-2,13

# Bioassay records as filed in PubChem.
